MazEF act: activators of E. coli MazEF toxin-antitoxin RNase | AID 504720 | activation, % at 20 µM | hit rate 0.32% among 350,000 | FAM/BHQ RNA-DNA oligo cleavage fluorescence, 5 h | P0AE70; in the data active = activation above about 50%
Target sequence (P0AE70 whole entry, looked up): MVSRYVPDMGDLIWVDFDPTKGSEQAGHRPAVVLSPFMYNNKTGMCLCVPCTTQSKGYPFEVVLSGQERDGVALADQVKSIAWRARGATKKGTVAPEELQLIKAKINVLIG
CCHFV vOTU inh: CCHFV vOTU protease inhibition; AID 651958; hit rate 0.55% among 370,000; inhibition, % at 11.5 µM; Pep-AMC fluorescence; also: 0% = vehicle wells with enzyme and 100% = no enzyme wells
FadD28 binding: M. tuberculosis FadD28 bisubstrate binding inhibition; FadD28 bisubstrate probe binding, fluorescence polarization; inhibition, % at 12.5 µM; AID 588549; hit rate 0.22% among 360,000; in the data active = inhibition above about 8.5%, passing the limit was not always enough; inconclusive = no clear call, values can overlap the other calls
UGM FP inh: Mtb UDP-galactopyranose mutase inhibition; inhibition, % at 10 µM; hit rate 0.06% among 320,000; P9WIQ1; purified UGM, fluorescence polarization probe displacement; in the data active = inhibition above about 10%, passing the limit was not always enough; inconclusive = no clear call, values can overlap the other calls
Target sequence (P9WIQ1 whole entry, looked up): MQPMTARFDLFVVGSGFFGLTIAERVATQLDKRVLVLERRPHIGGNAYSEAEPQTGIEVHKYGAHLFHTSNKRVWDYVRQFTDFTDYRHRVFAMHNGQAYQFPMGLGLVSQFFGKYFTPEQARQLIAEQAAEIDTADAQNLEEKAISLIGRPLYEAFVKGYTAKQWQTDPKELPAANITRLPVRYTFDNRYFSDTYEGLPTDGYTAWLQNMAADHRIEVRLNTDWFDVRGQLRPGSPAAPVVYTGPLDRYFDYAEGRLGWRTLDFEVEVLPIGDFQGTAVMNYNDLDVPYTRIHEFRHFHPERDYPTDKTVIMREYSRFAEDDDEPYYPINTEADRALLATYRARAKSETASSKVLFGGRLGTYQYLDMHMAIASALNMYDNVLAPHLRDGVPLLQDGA
BioA inh: inhibitors of Mycobacterium tuberculosis BioA enzyme | purified M. tuberculosis BioA enzyme, plate reader | inhibition, % at 9.99 µM | hit rate 0.096% among 360,000; in the data active = inhibition above about 40%; inconclusive = no clear call, values can overlap the other calls
BoNT-F LC inh: inhibitors of Botulinum neurotoxin F light chain protease | Multiplex microsphere protease cleavage assay, flow cytometry | inhibition, % at 10 µM | hit rate 0.22% among 360,000 | AID 588497; in the data active = inhibition above about 35%, passing the limit was not always enough; inconclusive = no clear call, values can overlap the other calls; also: plate controls were buffer without enzyme for full effect and enzyme alone for no effect
Rv3671c protease: Rv3671c (M. tuberculosis) protease inhibition | inhibition, % at 5.96 µM | P9WHR9 | hit rate 0.048% among 320,000; in the data active = inhibition above about 38%;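 also: extracellular domain of Rv3671c used as enzyme; 0% = enzyme with DMSO and 100% = no enzyme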
Target sequence (P9WHR9 whole entry, looked up, the tested form may be a part): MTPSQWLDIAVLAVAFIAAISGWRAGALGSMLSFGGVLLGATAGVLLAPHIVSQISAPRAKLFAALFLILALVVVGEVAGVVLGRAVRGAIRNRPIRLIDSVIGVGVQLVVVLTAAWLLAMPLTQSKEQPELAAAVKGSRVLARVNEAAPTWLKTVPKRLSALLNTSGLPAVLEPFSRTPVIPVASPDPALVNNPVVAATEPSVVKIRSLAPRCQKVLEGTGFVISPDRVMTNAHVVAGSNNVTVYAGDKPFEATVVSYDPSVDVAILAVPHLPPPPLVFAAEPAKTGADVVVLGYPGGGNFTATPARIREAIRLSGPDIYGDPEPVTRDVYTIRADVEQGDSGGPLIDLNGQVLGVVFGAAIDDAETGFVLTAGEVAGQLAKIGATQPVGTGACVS
VHR inh abs: inhibitors of human VHR1 phosphatase (DUSP3) | P51452 | recombinant VHR phosphatase, pNPP absorbance | inhibition, % at 13.3 µM | hit rate 0.52% among 290,000 | AID 1654; in the data active = inhibition above about 50%; also: some compounds called inactive have numbers as strong as hits
Target sequence (P51452 whole entry, looked up): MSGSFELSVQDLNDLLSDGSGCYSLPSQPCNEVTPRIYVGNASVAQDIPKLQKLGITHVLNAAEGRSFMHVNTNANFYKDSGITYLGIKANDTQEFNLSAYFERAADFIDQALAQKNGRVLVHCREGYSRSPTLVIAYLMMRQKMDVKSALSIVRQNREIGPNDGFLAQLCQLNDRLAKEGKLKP
GDH-TPI inh: GDH-TPI coupled enzyme inhibition counter-screen; inhibition, % at 4.8 µM; hit rate 1.2% among 360,000; GDH-TPI coupled enzyme counterscreen, NADH absorbance;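 also: 0% = DMSO wells and 100% = wells lacking the enzyme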
FBA Mtb inh: inhibitors of M. tuberculosis fructose-bisphosphate aldolase. AID 588726. hit rate 2.3% among 360,000. purified M. tuberculosis FBA, fluorescence read-out. inhibition, % at 1 µM. P9WQA3; in the data active = inhibition above about 27%;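 also: 0% = vehicle and 100% = reference inhibitor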
* hit, by the source's call; ? = inconclusive; . = not tested or not shown. Rule as the data show it, unless noted: active = inhibition above about 30%; inactive = the rest.

SMILES	MazEF act	CCHFV vOTU inh	FadD28 binding	UGM FP inh	BioA inh	BoNT-F LC inh	Rv3671c protease	VHR inh abs	GDH-TPI inh	FBA Mtb inh
CCOCCCNS(=O)(=O)c1ccc(NC(=O)CN2C(=O)c3ccccc3C2=O)cc1	-1	-6	0.1	-0.7	-0.2	-10	8	2	-4	1
CCCN(CCC)c1nc(N)nc(-c2cc(Cl)ccc2OC)n1	-7	10	-2.1	3.1	.	-1	4	-6	6	-1
O=C(CNC(=O)c1ccc2ccccc2c1)NCc1ccc(F)cc1	-19	4	0.7	-1.1	-1.8	-20	10	-5	-2	1
COC(=O)c1ccc(NC(=O)CN2C(=O)c3ccccc3S2(=O)=O)cc1	-13	15	.	0.4	-0.8	0	-2	2	-1	3
O=C(CNC(=O)C1COc2ccccc2O1)N/N=C\c1ccc(Br)cc1 (stereo not drawn)	-1	7	-4.7	2.3	3.5	-1	-11	6	7	1
CCOc1ccccc1-n1c(C)cc(C=O)c1C	5	-5	-4.8	1.1	-0.4	0	-1	13	-7	-5
O=C(COc1ccc(Cl)cc1)N1CCN(Cc2ccc([N+](=O)[O-])cc2)CC1	2	-8	-4.1	-1.8	2.6	-9	2	13	-9	-2
CCCC/C(O)=C1\C(=O)CC(C)(C)CC1=Nc1ccccc1OC	-4	5	-7.3	1.6	0.2	-1	-14	19	6	-1
CNC(=S)NNC(=O)c1cccn(Cc2ccc(Cl)cc2Cl)c1=O	.	6	.	1.3	.	.	1	2	.	.
CCOC(=O)C1=CCN(S(=O)(=O)c2ccccc2F)C1c1ccccc1 (stereo not drawn)	.	1	-4.1	.	-0.3	-6	.	.	.	-2
CC(=O)N1c2ccc(S(=O)(=O)N3CCC(C(=O)N4CCC(C)CC4)CC3)cc2CC1C (stereo not drawn)	0	14	0.5	-0.8	.	2	3	40	7	1
O=C(CNC(=O)c1ccncc1)N/N=C/c1ccc(O)cc1O	11	14	-1.9	0.6	-2.2	2	-5	-2	39*	0
CCOc1ccc(C2SCC(=O)N2c2c(C)n(C)n(-c3ccccc3)c2=O)cc1 (stereo not drawn)	1	1	-2.7	-2.9	-0.2	-2	2	0	0	96*
CCc1nc(C)ccc1OCC(=O)N1CCc2c([nH]c3ccccc23)C1c1ccccn1 (stereo not drawn)	-5	-1	-1.1	-0.6	.	0	-5	20	-1	1
Cc1ccc(OCc2occc2C(=O)O)cc1	-3	-4	-2.2	.	-0.5	2	.	.	5	3
O=C(NC1CCCC1)C(c1cccs1)N(C(=O)c1csnn1)c1ccccc1F (stereo not drawn)	7	1	-3.3	-0.8	0.8	-12	9	24	-4	1
COc1ccccc1NC(=O)COC(=O)CN1C(=O)C(=O)c2ccccc21	-1	-1	1.8	-2.0	-2.4	7	1	-12	2	1
CCC(CO)Oc1cc(NCc2cccc(OC)c2)c2ncn(C(C)C)c2c1 (stereo not drawn)	6	-2	1.0	0.0	-1.8	-1	-5	.	21	5
Cc1ccc(NC(=O)CCS(=O)(=O)c2cccc3nonc23)cc1	4	-20	1.3	-0.8	.	-1	3	5	2	2
O=c1c(Cc2c(F)cccc2Cl)c(O)ccn1C1CCCCCC1	1	2	-4.3	-0.3	.	-4	-13	1	3	-2
C=CCNc1ncnc2c1[nH]c1ccccc12	1	-7	-2.5	1.1	2.0	-5	-1	44	7	21
Cc1ccccc1N1CCN(S(=O)(=O)CC23CCC(CC2=O)C3(C)C)CC1 (stereo not drawn)	-2	-6	-2.7	-0.1	3.0	?	-5	25	-5	0
CCCNc1ccc(S(=O)(=O)N(CC)CC)cn1	-7	-8	1.0	-2.1	-1.9	-9	0	-7	0	4
CN(C)c1ccc(C2C3CCCc4ccccc4C3=NN2C)cc1 (stereo not drawn)	-4	5	-2.4	1.1	.	?	8	10	-3	1
O=C(CSc1ncn(-c2ccccc2)n1)NCc1ccccc1	2	3	-0.8	-0.8	-6.6	-4	-4	-6	4	-1
CCOC(=O)C(NC(=O)CC)C(O)c1cccc([N+](=O)[O-])c1 (stereo not drawn)	-1	1	0.4	-1.1	-0.3	3	2	-8	5	1
COCCN(C(=O)Cn1nnc2ccccc21)C(C(=O)NC1CCCCC1)c1ccc(OC)cc1OC (stereo not drawn)	4	6	-1.5	2.4	1.2	-18	9	8	1	4
Cc1oc2c(C)c(O)ccc2c(=O)c1-c1cnn(-c2ccccc2)c1	-27	2	-2.1	-0.8	-1.9	7	-12	23	3	14
Cc1ncc(CN2CCCC(CCC(=O)NCc3ccc(F)c(F)c3)C2)s1 (stereo not drawn)	3	2	0.4	-0.9	.	6	1	14	1	2
CC(Sc1nc(-c2ccco2)nc2c1c(=O)n(C)c(=O)n2C)C(=O)O (stereo not drawn)	9	9	-1.6	-1.5	0.2	-4	-5	21	32*	-2
Cc1nc2cc(NC(=O)c3ccc(N4C(=O)CCC4=O)cc3)ccc2s1	5	-3	-1.9	-1.6	.	-3	6	24	4	2
O=C(O)CCN1C(=O)c2ccc(NC(=O)c3cccs3)cc2C1=O	4	-19	-4.7	0.1	-0.6	-9	3	12	16	32*
O=C(Nc1cccc(C(F)(F)F)c1)c1cccc2c(-c3cccnc3)coc12	.	.	-4.1	.	-1.4	-7	.	.	-5	-2
CS(=O)(=O)N(CC(=O)NCCC1=CCCCC1)c1ccc2c(c1)OCO2	2	-8	-0.2	-1.6	-2.5	-3	-9	26	5	-1
O=C(Nc1nnc(SCc2ccc(F)cc2)s1)C1CC(=O)N(Cc2ccccc2)C1 (stereo not drawn)	-7	24	-3.7	1.2	-0.1	3	-4	0	2	0
O=[N+]([O-])c1cc([As](=O)(O)O)ccc1O	-6	-1	1.5	1.5	-4.6	-3	-1	.	3	1
C[C@@H]1COC(=O)[C@H](Cc2ccc(F)cc2)C/C=C\C[C@@H](CC(=O)N[C@H](CO)Cc2ccccc2)C(=O)N1	1	-8	0.0	0.4	-2.0	12	1	.	2	0
COc1ccc(Cl)cc1N1C(=O)C2CCCN2C1c1ccccc1F (stereo not drawn)	3	2	0.1	3.5	1.3	-16	-7	2	0	1
CCOc1ccccc1C(=O)NC(C(=O)N(C)c1c(N)n(Cc2ccccc2)c(=O)[nH]c1=O)C(C)C (stereo not drawn)	-8	6	0.2	.	-1.8	0	.	.	2	4
Cc1cc(Oc2nc3c(C)cccn3c(=O)c2/C=C(\C#N)S(=O)(=O)c2ccc(Cl)cc2)ccc1Cl	-7	5	0.8	-0.2	.	2	-5	13	3	2
C=CCNc1nc(Nc2ccc([N+](=O)[O-])cc2)nc(N2CCCC2)n1	1	-2	-1.8	-0.4	.	-8	-1	16	7	-3
COc1c(F)c(F)c(C(=O)Nc2ccccc2N2CCN(C(C)=O)CC2)c(F)c1F	-1	13	-2.1	0.8	1.1	-17	4	7	1	0
COc1cccc(-c2cnc(C(O)c3c(C)cccc3C)[nH]2)c1 (stereo not drawn)	.	6	-0.2	.	0.0	-1	.	.	1	-2
COc1ccc(N(CC(=O)N/N=C/c2cccs2)S(=O)(=O)c2ccccc2)cc1	6	9	-4.8	-0.4	.	0	0	6	1	-4
COc1cc(C(=O)N2CCCN(C)CC2)cc(OC)c1C	0	-16	.	-0.6	1.0	-28	-4	57*	-7	2

Two of the compounds above, as labelled records:
> O=C(Nc1nnc(SCc2ccc(F)cc2)s1)C1CC(=O)N(Cc2ccccc2)C1 (stereo not drawn)
  MazEF act = -7; CCHFV vOTU inh = 24; FadD28 binding = -3.7; UGM FP inh = 1.2; BioA inh = -0.1; BoNT-F LC inh = 3; Rv3671c protease = -4; VHR inh abs = 0; GDH-TPI inh = 2; FBA Mtb inh = 0
> O=[N+]([O-])c1cc([As](=O)(O)O)ccc1O
  MazEF act = -6; CCHFV vOTU inh = -1; FadD28 binding = 1.5; UGM FP inh = 1.5; BioA inh = -4.6; BoNT-F LC inh = -3; Rv3671c protease = -1; VHR inh abs = .; GDH-TPI inh = 3; FBA Mtb inh = 1

Compound profiles, as listed above.
Cc1cc(Oc2nc3c(C)cccn3c(=O)c2/C=C(\C#N)S(=O)(=O)c2ccc(Cl)cc2)ccc1Cl reads MazEF act: -7; CCHFV vOTU inh: 5; FadD28 binding: 0.8; UGM FP inh: -0.2; BioA inh: .; BoNT-F LC inh: 2; Rv3671c protease: -5; VHR inh abs: 13; GDH-TPI inh: 3; FBA Mtb inh: 2
COc1cc(C(=O)N2CCCN(C)CC2)cc(OC)c1C reads MazEF act: 0; CCHFV vOTU inh: -16; FadD28 binding: .; UGM FP inh: -0.6; BioA inh: 1.0; BoNT-F LC inh: -28; Rv3671c protease: -4; VHR inh abs: 57*; GDH-TPI inh: -7; FBA Mtb inh: 2
O=C(O)CCN1C(=O)c2ccc(NC(=O)c3cccs3)cc2C1=O reads MazEF act: 4; CCHFV vOTU inh: -19; FadD28 binding: -4.7; UGM FP inh: 0.1; BioA inh: -0.6; BoNT-F LC inh: -9; Rv3671c protease: 3; VHR inh abs: 12; GDH-TPI inh: 16; FBA Mtb inh: 32*

(listing goes on)
SMILES	MazEF act	CCHFV vOTU inh	FadD28 binding	UGM FP inh	BioA inh	BoNT-F LC inh	Rv3671c protease	VHR inh abs	GDH-TPI inh	FBA Mtb inh
CC1(c2nnc(-c3ccncc3)o2)CC(c2c(Cl)cccc2Cl)=NO1 (stereo not drawn)	6	-3	-2.7	-2.3	1.1	9	-6	34	11	4
O=C1NC(c2ccncc2)C(C(=O)c2cccs2)C(O)(C(F)(F)F)N1 (stereo not drawn)	-4	-1	-1.3	-2.9	-0.9	2	1	9	2	2
CCN(CC)CCOC(=O)c1ccc(N=CC2=C(O)CC(C)(C)CC2=O)cc1	3	-6	-1.3	.	.	3	.	.	8	5
C/C(=C\c1ccco1)C1C(C#N)=C(N)Oc2n[nH]c(-c3ccc(C)cc3)c21 (stereo not drawn)	5	5	-3.9	-1.3	-2.5	0	-10	30	16	0
Cc1ccc(S(=O)(=O)N(C)c2c(C)ccc(S(N)(=O)=O)c2C)cc1	2	-9	-3.1	0.4	.	-4	5	0	0	7
O=C(COC(=O)c1ccccn1)Nc1ccc2c(c1)OCCO2	2	-11	-3.4	-2.1	-0.8	-6	-3	.	6	-1
Cc1noc(C)c1C(=O)NC(C)C12CC3CC(CC(C3)C1)C2 (stereo not drawn)	2	-13	-4.0	0.9	.	-4	-5	18	4	3
Cc1ccc(S(=O)(=O)N2CCC3(CC2)OCCN3S(=O)(=O)c2cccs2)cc1	1	13	-0.7	-1.9	0.5	6	-6	.	2	1
COc1ccc(NC2=C3CC(C)CC=C3N(c3ccc(OC)cc3)C2=O)cc1 (stereo not drawn)	-3	10	-1.3	-0.6	-0.2	3	1	6	4	0
CCc1ccc(C(=O)NNC(=O)CN2C(=O)NC3(CCCC3)C2=O)cc1	2	-5	.	-0.7	-0.8	-1	-2	.	-3	-3
CC(=O)Nc1nc(-c2ccc3c(c2)CCN3C(=O)C2CC2)c(C)s1	14	10	.	1.5	34	8	8	-15	16	0
CCCN(CC(=O)Nc1ccccc1OC)C(=O)Cn1[nH]c(=O)c2ccccc2c1=O	1	-2	-0.1	2.9	0.2	-8	6	.	8	1
COC(=O)c1cccc(NC(=O)c2cccnc2)c1	1	13	-0.5	-0.3	20	-8	3	19	-6	4
CCc1ccc(NC(=O)C(=O)NCC(O)c2ccccc2)cc1 (stereo not drawn)	-1	25	1.1	1.8	.	2	3	-7	2	-1
O=C(CS(=O)(=O)Cc1ccccc1)N1CCN(c2cccc(C(F)(F)F)c2)CC1	-2	7	-2.2	-1.2	2.9	8	2	12	-7	-2
CNc1nc(C)c(C(=O)OCc2ccccc2)s1	8	4	-0.5	-1.4	1.6	7	-7	11	11	-5
O=C(Cc1ncc(C(F)(F)F)cc1Cl)Nc1cccc(Br)c1	7	4	1.0	0.6	-1.3	1	-40	8	17	1
CC(=O)OC(C(=O)NCCN1CCOCC1)c1c(F)cccc1F (stereo not drawn)	-3	-11	0.3	-2.5	.	0	-13	18	-2	-1
CC(=O)c1ccc(OCc2cc(C(=O)NCC3CCCCO3)no2)cc1 (stereo not drawn)	4	3	0.5	2.1	.	-1	-7	-42	6	1
COc1ccc(C/C(N)=N/OC(=O)c2cccc([N+](=O)[O-])c2)cc1	-2	-10	-0.7	0.2	1.9	-9	2	4	0	1
CC(OC(=O)C1CC(=O)N(Cc2ccccc2)C1)C(=O)Nc1cccc(C#N)c1 (stereo not drawn)	-2	-3	-0.4	4.7	-2.3	-1	-5	24	2	4

Screening results from PubChem.
